Assay outcomes deposited in PubChem by National Center for Advancing Translational Sciences (NCATS).
ATXN viability – reduces viability in counter-screen for ATXN expression inhibitors | 400,000 tested, 0.49% active | S2 cells (HEK-293 line with an ATXN2-luciferase reporter) viability, CellTiter-Fluor protease fluorescence, 24 h | Potency, µM (doses to about 56.7 µM), hits mostly cytotoxic | AID 651635; also: potency is read from the fitted curve at half-maximal effect; nearly all actives have a fitted effect of over 40% in size
HT1080 IDH1KD tx – kills HT-1080 cells with IDH1 knockdown. 360,000 tested, 2% active. HT-1080 IDH1 knockdown viability, ATP luminescence, 48 h. Potency, µM (top dose mostly 46.1 µM), for inactives: top-dose activity, negative = toxicity, actives largely listed as cytotoxic;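 also: potency is read from the fitted curve at half-maximal effect; 0% = DMSO wells and -100% = cell-free medium wells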
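Cytotoxicity counter-line: IDH1KD HT-1080, 48 h, CellTiter-Glo. Curves classed by r2, magnitude and activity.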
KB-V1 cytotox – kills drug-selected multidrug resistant KB-V1 cells. KB-V1 MDR cells viability, CellTiter-Glo, 72 h. Potency, µM (top dose mostly 46.1 µM), without a hit: at the top dose activity change, negative = cytotoxicity, hits mostly cytotoxic. 400,000 tested, 3.4% active. AID 1347076; also: potency is read from the fitted curve at half-maximal effect; % is scaled to controls: 0 for no effect and ±100 for the full control effect; nearly all actives have a fitted effect of over 60% in size
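Following 72 h at 37 degrees C with compound, KB-V1 cell viability was read by CellTiter-Glo luminescence, medium being phenol-red-free DMEM plus 10% FBS; concentration-response parameters came from normalized, curve-fitted qHTS data.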
SW480 rerep – induces DNA re-replication in SW480 colon adenocarcinoma cells | AID 624297 | SW480 DNA re-replication, Hoechst DNA content imaging, 48 h | Potency, µM (doses to about 46.1 µM), inactives show at the highest dose re-replication activation, usual class: activators | 340,000 tested, 1.8% active; also: potency is read from the fitted curve at half-maximal effect; % of control where 0% means no effect; nearly all actives have a fitted effect of over 55% in size
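Readout is total intensity of Hoechst-stained nuclei, excited at 405 nm and collected at 500-530 nm. Compound treatment lasted 48 hr at 37 C in 5% CO2 before staining.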
HT1080NT lethal – kills 2HG-producing HT-1080-NT fibrosarcoma cells; HT-1080-NT fibrosarcoma viability, CellTiter-Glo ATP luminescence, 48 h; Potency, µM (doses to about 46.1 µM), for inactives: at the top dose activity, negative = less viability, hits mostly cytotoxic; 360,000 tested, 1.6% active; AID 686970;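 also: NT is the 2HG producing partner of a matched IDH1 knockdown line; potency is read from the fitted curve at half-maximal effect; 0% = DMSO-treated cells and -100% = media-only wells without cells; nearly all actives have a fitted effect of over 55% in size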
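Luminescent CellTiter-Glo readout after 48 hours of compound exposure at 37 degrees C defined viability of HT-1080-NT cells. Activity was normalized to DMSO wells and cell-free media wells; concentration-response curves were fitted and assigned curve classes.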
IL1B secr inh – blocks inflammasome-driven IL-1 beta release. THP-1 LPS/ATP IL-1B secretion, AlphaLISA, 16 h; hits give low values. activity change, % at 57.5 µM. 360,000 tested, 4.7% active. AID 743279; in the data active = activity change below about -50%; inconclusive = mostly about -30% to -49%; also: % is scaled to controls: 0 for no effect and ±100 for the full control effect
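Secreted IL-1B measured by AlphaLISA bead assay after 16 h compound exposure of THP-1 cells; compounds (final up to 57.5 uM) added 1 h before LPS (250 ng/mL) and ATP (1.25 mM) stimulation; lower signal means less secretion.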
MCF10A rereplic – inducers of DNA re-replication in MCF 10A breast cells. AID 624296. Potency, µM (titrated, usually from 46.1 µM), inactives show at the highest dose activity, positive = re-replication, usual class: activators. MCF 10A DNA re-replication, Hoechst nuclear intensity, 48 h. 350,000 tested, 2.9% active; also: potency is read from the fitted curve at half-maximal effect; % of control where 0% means no effect; nearly all actives have a fitted effect of over 50% in size
KB-3-1 tox – kills parental KB-3-1 adenocarcinoma cells. 400,000 tested, 1.4% active. Potency, µM (titrated, usually from 46.1 µM), for inactives: at the top dose activity change, negative = cytotoxic, actives largely listed as cytotoxic. KB-3-1 viability, CellTiter-Glo ATP luminescence, 72 h. AID 1347075; also: potency is read from the fitted curve at half-maximal effect; % is scaled to controls: 0 for no effect and ±100 for the full control effect; nearly all actives have a fitted effect of over 60% in size
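Luminescent ATP read-out (CellTiter-Glo) measures survival of drug-naive KB-3-1 cells after 72 h compound exposure at 37 °C. Titration series was screened from lowest to highest concentration, with DMSO vehicle plates as background controls.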
ATXN2 expr inh – inhibitors of ATXN2 expression; Potency, µM (top dose mostly 57 µM), without a hit: top-dose activity change, negative = inhibition, actives largely listed as inhibitors; 360,000 tested, 0.72% active; HEK-293 ATXN2-luciferase reporter, luminescence, 24 h; also: potency is read from the fitted curve at half-maximal effect; % is scaled to controls: 0 for no effect and ±100 for the full control effect; nearly all actives have a fitted effect of over 55% in size
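ATXN2-luciferase reporter cells (luciferase flanked by upstream and downstream ATXN2 gene portions) were treated 24 h at 37 °C with compounds at up to 57 uM. SteadyGlo luminescence gave expression; GF-AFC fluorescence gave viability.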
* = called active by the depositor; i = inactive; u = inconclusive; x = not tested or not shown; & = joins results of further samples; ! = a repeat was not active; [ ] = another dose, or the depositor's remark. Unless noted, calls follow the shape of the dose curve; as a rule, active = well fitted curve in the direction sought with a large enough effect; inconclusive = small, poorly fitted or top-dose-only effect, or another doubt; inactive = no such curve, though single readings can be large; an effect the other way counts as inactive or inconclusive.

SMILES	ATXN viability	HT1080 IDH1KD tx	KB-V1 cytotox	SW480 rerep	HT1080NT lethal	IL1B secr inh	MCF10A rereplic	KB-3-1 tox	ATXN2 expr inh
CSc1nn(CC(=O)Nc2ccccc2F)c(N)c1S(=O)(=O)c1ccccc1	i	x	10%	x	x	x	x	-19%	3%
O=C(/C=C/c1ccc2c(c1)OCCO2)c1ccccc1	i	-12%	12%	u	-5%	u	u	0%	x
NC(Cc1ccc(C(F)(F)F)cc1)c1csc(NC(=O)Nc2ccccc2Cl)n1 (centres undefined)	u	u	1%	x	15µM*	-72*	x	0%	u
CCc1nccn1S(=O)(=O)c1ccc2ccccc2c1	i	8%	3%	-8%	15%	53	1%	18%	-2%
CC1Oc2ccccc2N(Cc2ccccc2Cl)C1=O (centres undefined)	i	-17%	u	4%	12%	-14	27%	-26%	-24%
C=C1CC(Cn2cc(Br)c(=O)[nH]c2=O)(c2ccc(-c3ccccc3)cc2)OC1=O (centres undefined)	u	1.6µM*	-6%	u	2.3µM*	-2	u	u	28µM*
CC1=C(C)C(O)N(Cc2ccccc2)C1=O (centres undefined)	i	16%	6%	-4%	-3%	8	-7%	2%	x
O=S(=O)(c1ccccc1)C(/C=N\O)/C=C/c1ccccc1 (centres undefined)	i	-4%	0%	12%	-10%	-8	u	-4%	2%
COc1cccc(C(=O)CC(=O)C(=O)Nc2ccc([N+](=O)[O-])cc2C)c1	i	8%	-2%	-1%	10%	19	4%	11%	-15%
COc1ccc(C(=O)CNc2ccc(C)cc2C)cc1	i	3%	-5%	-8%	-16%	-15	-2%	3%	3%
O=C1CCC(C(=O)OCc2nnc(-c3ccccc3)o2)=NN1	i	-1%	-1%	-10%	-2%	-3	1%	0%	20%
CCC(C(=O)NC(C)CCc1ccco1)n1nc(C)n2c(cc3occc32)c1=O (centres undefined)	i	-6%	-24%	-1%	1%	-18	-2%	1%	-10%
Cc1cccc(NC(=O)c2ccccc2NC(=O)C2CCCCC2)c1C	i	18%	18µM*	-1%	-1%	8	8%	4%	-1%
O=C(NCC1CCCO1)c1nn2c(C(F)(F)F)cc(-c3ccc(Br)o3)nc2c1Br (centres undefined)	i	-6%	13%	-8%	-9%	20	7%	-3%	-15%
CCOc1ccc(NC(=O)C2CCN(S(C)(=O)=O)CC2)cc1	i	3%	u	u	-3%	0	0.92µM*	-10%	197%[activator]
O=C(N[C@@H]1c2ccccc2CC[C@@H]1OCc1ccccc1)c1ccc(C(F)(F)F)cc1	u	5%	0%	-1%	5%	42	-1%	0%	-15%
CCC(C)(C)NC(=O)C(c1ccc(C)cc1)N(Cc1ccco1)C(=O)CCC(=O)Nc1nccs1 (centres undefined)	i	9%	-9%	0%	0%	-17	-2%	-21%	-6%
COc1cc(Br)c(CC(=O)NC2CC2)cc1OC	i	-3%	-7%	1%	-1%	39	4%	1%	1%
COc1ccc(C)cc1NC(=O)c1sc2ncnc(N3CCN(c4ccccn4)CC3)c2c1C	x	13%	-19%	0%	7%	-6	u	-6%	u
CCOc1ccccc1-n1nnnc1SCC(=O)Nc1cc2oc3ccccc3c2cc1OC	i	10%[9.24 µM]	-13%	-4%	7%	83	0%	-3%	-23%
Cc1cccc(NC(=O)N2CCCCCC2)c1C	i	6%	16%	0%	18%	-6	-2%	-2%	10%
COc1ccc(CNC(=O)c2cc(-c3cccs3)nc3ccccc23)c(OC)c1	i	x	-28%	x	x	x	x	-12%	-9%
COc1ccc(C2C(C#N)=C(N)Oc3c2oc(CO)cc3=O)cc1 (centres undefined)	i	-3%	7%	-7%	3%	-5	-2%	12%	7%
N/C(=N\OC(=O)/C=C/c1ccccc1)c1cccnc1	i	14%	0%	-13%	17%	-8	0%	-2%	x
Cc1cccc(C)c1NC(=O)CCCN1CC(C)OC(C)C1 (centres undefined)	i	0%	29%	-2%	11%	-3	-3%[9.22 µM]	12%	5%

Ordered by the number under SW480 rerep (ascending): 3 of the compounds above.
compound,SW480 rerep
O=C1CCC(C(=O)OCc2nnc(-c3ccccc3)o2)=NN1,-10%
COc1ccc(C(=O)CNc2ccc(C)cc2C)cc1,-8%
Cc1cccc(NC(=O)c2ccccc2NC(=O)C2CCCCC2)c1C,-1%

(continued)
SMILES	ATXN viability	HT1080 IDH1KD tx	KB-V1 cytotox	SW480 rerep	HT1080NT lethal	IL1B secr inh	MCF10A rereplic	KB-3-1 tox	ATXN2 expr inh
COC(=O)Cn1c(=O)c2c(nc3n2CC(C)CN3CCc2ccccc2)n(C)c1=O (centres undefined)	i	15%	-5%	-3%	16%	29	-4%	21%	9%
COCCN(CC(=O)Nc1cccc(C)c1C)C(=O)Cn1cnc2ccccc2c1=O	i	6%	19%	-2%	2%	-4	-2%	6%	9%
C/C(=N\S(=O)(=O)c1ccc(C)cc1)NC(=S)Nc1ccc(C)cc1	u	5%	u	-13%	10%	0	-7%	4%	9%
CC(NC(=O)c1ccc(Br)cc1)c1ccc2c(c1)CCCC2 (centres undefined)	i	2%	u	-7%	5%	u	15%	14%	11%
CCC(=O)NCc1cc(-c2nn(C)c(=O)c3ccccc23)ccc1OC	u	-4%	-7%&0%	0%	7%	-13	8%	-5%&-6%	-2%[11.3 µM]
COC(=O)c1sccc1NC(=O)Nc1ccc(C(C)=O)cc1	i	11%	u	1%	23%	-17	2%	5%	2%
CCN(CC)C(=O)C(=O)Nc1ccc(F)c(Cl)c1	i	25%	u	-5%	15%	11	0%	-3%	31%[activator]
COc1ccccc1C(=O)n1nc(-c2cccnc2)nc1N	i	-2%	-3%	-5%	3%	40	5%	0%	7%
CCC(C)(C(=O)NC1CCCC1)N(C)C(=O)c1ccccn1 (centres undefined)	i	1%	-13%	9%	-3%	-2	-2%	3%	6%
Cc1ccc(C)c(N2CCN(C(=O)COc3cc(=O)n(C)c4ccccc34)CC2)c1	i	-16%	-6%	-1%	2%	-26	u	3%	11%
Cc1nnc(SCC(=O)NNC(=O)c2ccco2)n1-c1cccc(Cl)c1	i	-1%	8%	0%	-1%	-10	-4%	0%	x
COCCN1CC(=O)N2C(c3cccc(OC)c3)c3[nH]c4ccccc4c3C[C@H]2C1=O (some centres undefined)	i	-15%	-18%	-4%	-19%	-6	3%	12%	-16%
CSc1nc2c(C)c(C)c(C)c(C)c2[nH]1	i	u	-13%	6%[9.22 µM]	u	-18	0%	-6%	-27%
CCCCc1ccc(NC2=NCC(=O)N2CCc2ccccc2)cc1	i	26µM*	u	5%	u	u	24%	u	-19%
Cc1ccc(C(=O)c2cc(C)sc2N)cc1	i	-4%	-10%	11%	-2%	-20	-5%	-4%	-10%[11.3 µM]
CCCC(CCC)C(=O)NCCN1CCOCC1	i	11%	7%	0%	11%	14	9%	-7%	1%
COc1cc(/C=N/NC(=O)C(=O)NCC2CCCO2)ccc1OCC(=O)N1CCOCC1 (centres undefined)	i	18%	-4%	-6%	11%	27	0%	1%	-7%
CC(C)OC(=O)C(C#N)c1nc2ccccc2nc1N1CCN(Cc2ccccc2)CC1 (centres undefined)	i	8%[9.24 µM]	u	-8%	13%	15	1%	-19%	1%
O=C(Nc1ccccc1-c1nc2ccccc2[nH]1)c1ccc(S(=O)(=O)N2CCCCC2)cc1	i	5%	u	5%	17%	-10	u	-1%	5%
O=S(=O)(Nc1cccnc1)c1cccc(Cl)c1	i	-1%	2%	-1%	4%	-1	1%	0%	3%
O=C(CN(c1ccc(Cl)cc1)S(=O)(=O)c1ccccc1)N1CCN(c2ccccc2)CC1	x	-20%	-11%	1%	-6%	-9	0%	-4%	x
Cc1cc(N(C)NC(=S)Nc2ccccc2)nc(C)n1	i	11%	4%	1.8µM*	12%	10	2%	9%	0%
CCOc1ccccc1NC(=O)CCNS(=O)(=O)c1cccc2nonc12	i	10%	5%&-2%	-17%	1%	1	-3%	-1%&-1%	5%&8%
Cc1nn(S(=O)(=O)c2ccccc2)c(C)c1Sc1ccc([N+](=O)[O-])cc1	i	u	-2%	0%	5%	1	0%	2%	-2%
C[C@@H]1CN([C@H](C)CO)S(=O)(=O)c2ccc(Br)cc2O[C@H]1CN(C)C(=O)C1CC1	i	18%	13%	x	6%	-6	x	11%	4%
SMILES	ATXN viability	HT1080 IDH1KD tx	KB-V1 cytotox	SW480 rerep	HT1080NT lethal	IL1B secr inh	MCF10A rereplic	KB-3-1 tox	ATXN2 expr inh
COCCN=C1Sc2nc3ccc(C)cc3cc2CN1Cc1cccs1	x	-15%	-5%	3%	-14%	-87*	-3%	4%	7%
CN(C(=O)c1ccc(NC(=O)Cc2cccc(NC(=O)C3CCN(C(=O)C4CCCC4)CC3)c2)cc1)C1CCCC1	i	-12%	0%	-7%	3%	3	7%	-16%	12%
Cc1ccc(N2CCN(S(=O)(=O)c3nnc(NC(=O)c4cccc(F)c4)s3)CC2)cc1	i	x	6%	x	x	x	x	0%	7%
CCN(CC)c1cc(C)c2cc(NC(=O)c3cccc(OC)c3OC)ccc2n1	u	x	0%	x	x	x	x	u	u
Cc1coc(C)c1C(=O)Nc1ccc2ccccc2c1	i	-6%	u	2%	4%	0	10%	6%	50%[activator]
Cc1ccc(S(=O)(=O)N2CCC(C(=O)OCC(=O)NC3(C#N)CCCCC3)CC2)cc1C	i	2%	2%	-2%	7%	13	2%	-7%	3%
COc1ccc(Nc2ncnc3sc(C)cc23)c(OC)c1	u	10%	u	-2%	15%	14	16%	-8%	15%
COc1ccccc1CNc1nc(NCCN2CCNC2=O)c2sccc2n1	u	-7%	6%	x	-6%	41	x	0%	0%
COCCCC/C(=N\OCCN)c1ccc(C(F)(F)F)cc1	u	18µM*!	u	8%&-14%&-103%	u	-51*!	-12%&11%&-17%&-2%&-5%	u	16µM*!

This is a random part of the collection; any-hit rate near 11%.
